TcdB inh = blocks C. difficile toxin B glycohydrolase activity | TcdB glycohydrolase enzymatic assay, plate reader | inhibition, % at 9.99 µM | 350,000 tested, 0.24% active; in the data active means inhibition above about 10%
PrPC TRFRET = inhibitors of human cell surface prion protein PrPC | TR-FRET read-out | inhibition, % at 13.8 µM | 370,000 tested, 0.43% active | AID 720596; in the data active means inhibition above about 24%; further: 0% = median of the test wells and 100% = reference compound wells
Yp Topo-I inh = inhibitors of Yersinia pestis topoisomerase I | Y. pestis Topo-I cleavage product accumulation, plate reader | activity, % at 10 µM | 360,000 tested, 0.064% active | AID 504884; in the data active means activity above about 50%, passing the limit was not always enough; further: inactives centre near 2
Anthrax LF prot = inhibitors of Bacillus anthracis lethal factor protease; multiplex microsphere protease cleavage assay, LF; inhibition, % at 10 µM; 360,000 tested, 0.12% active; AID 588501; further: plate controls were buffer without enzyme for full effect and enzyme alone for no effect
FadD28 FP inh = M. tuberculosis FadD28 bisubstrate binding inhibition | AID 588549 | 360,000 tested, 0.22% active | inhibition, % at 12.5 µM | FadD28 bisubstrate probe binding, fluorescence polarization; in the data active means inhibition above about 8.5%, passing the limit was not always enough
BoNT-A LC inh2 = blocks Botulinum neurotoxin A light chain protease. multiplex microsphere protease substrate cleavage, flow cytometry. inhibition, % at 10 µM. 360,000 tested, 0.17% active. AID 588499; further: plate controls were buffer without enzyme for full effect and enzyme alone for no effect
BoNT-F LC inh = BoNT F light chain protease inhibition; AID 588497; 360,000 tested, 0.22% active; inhibition, % at 10 µM; Multiplex microsphere protease cleavage assay, flow cytometry; in the data active means inhibition above about 35%, passing the limit was not always enough; further: plate controls were buffer without enzyme for full effect and enzyme alone for no effect
PfHsp40 yeast = rescue of PfHsp40-mediated yeast toxicity; growth rescue, % at 12.5 µM; S. cerevisiae expressing PfHsp40, growth rescue, ATP luminescence; AID 504582; 340,000 tested, 0.68% active; in the data active means growth rescue above about 28%, passing the limit was not always enough;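 further: yeast W303a lacking pdr1 and pdr3 grown in galactose medium; growth measured after three days at 30 °C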
CCHFV vOTU inh = CCHFV vOTU protease inhibition. Pep-AMC fluorescence. inhibition, % at 11.5 µM. 370,000 tested, 0.55% active; in the data active means inhibition above about 30%; further: 0% = vehicle wells with enzyme and 100% = no enzyme wells
* hit, by the source's call; nt = no result given. Unless noted, no stated cut-off is given here; in the data, active means inhibition above about 30%; inconclusive means no clear call, values can overlap the other calls; inactive means below that. Not a hit list (roughly 2.3% active in at least one column).

# | compound | TcdB inh | PrPC TRFRET | Yp Topo-I inh | Anthrax LF prot | FadD28 FP inh
1 | NC(=O)CN1C(=O)C(O)(CC(=O)/C=C\c2ccc3c(c2)OCO3)c2ccccc21 (stereo not given) | 2.8 | -11 | 8 | -2 | -0.5
2 | COc1ccc(CCN2C(=O)CC(Cc3ccccc3)C2=O)cc1OC (stereo not given) | 0.5 | -1 | 2 | -7 | -2.9
3 | Cc1nc(C)n(CC(O)COc2ccc3ccccc3c2)n1 (stereo not given) | nt | 2 | -10 | -7 | -3.7
4 | CC1(C)CC(C(=O)Nc2ccccc2)C(=O)O1 (stereo not given) | -1.4 | -4 | -9 | 13 | -0.5
5 | O=C(Nc1ccc(F)cc1F)c1cccn1-c1ncc(C(F)(F)F)cc1Cl | 0.0 | 15 | 0 | -1 | -2.5
6 | CCC(CC)C(=O)Nc1cc(C(=O)OC)cc(C(=O)OC)c1 | nt | 7 | -17 | -1 | -4.3

# | BoNT-A LC inh2 | BoNT-F LC inh | PfHsp40 yeast | CCHFV vOTU inh
1 | -0.5 | 4 | 0.7 | 9
2 | 0.6 | -6 | -0.6 | -12
3 | -1.2 | -4 | -0.5 | -11
4 | -4.5 | -7 | -1.4 | -7
5 | -1.3 | -8 | 0.1 | -3
6 | -0.1 | 0 | -1.5 | 1

Pulled one by one from above (3):
# | compound | TcdB inh | PrPC TRFRET | Yp Topo-I inh | Anthrax LF prot | FadD28 FP inh
6 | CCC(CC)C(=O)Nc1cc(C(=O)OC)cc(C(=O)OC)c1 | nt | 7 | -17 | -1 | -4.3
5 | O=C(Nc1ccc(F)cc1F)c1cccn1-c1ncc(C(F)(F)F)cc1Cl | 0.0 | 15 | 0 | -1 | -2.5
3 | Cc1nc(C)n(CC(O)COc2ccc3ccccc3c2)n1 (stereo not given) | nt | 2 | -10 | -7 | -3.7

# | BoNT-A LC inh2 | BoNT-F LC inh | PfHsp40 yeast | CCHFV vOTU inh
6 | -0.1 | 0 | -1.5 | 1
5 | -1.3 | -8 | 0.1 | -3
3 | -1.2 | -4 | -0.5 | -11

Just Yp Topo-I inh and PrPC TRFRET, for some of the entries so far:
| cpd | molecule | Yp Topo-I inh | PrPC TRFRET |
| --- | --- | --- | --- |
| 1 | NC(=O)CN1C(=O)C(O)(CC(=O)/C=C\c2ccc3c(c2)OCO3)c2ccccc21 (stereo not given) | 8 | -11 |
| 3 | Cc1nc(C)n(CC(O)COc2ccc3ccccc3c2)n1 (stereo not given) | -10 | 2 |

Screening results as filed in PubChem BioAssay.
